S aureus QS inh = S. aureus quorum sensing inhibition. 24,000 compounds, 0.3% hits. AID 527. inhibition, % at 2 µM. S. aureus RN6390 RNAIII-GFP reporter, AIP-induced, flow cytometry 3 h;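 active = share of bacteria positive for the green fluorescent reporter and its mean brightness both inhibited by 50% or more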;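 note: 0% = AIP-stimulated control and 100% = unstimulated bacteria without AIP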
S aureus QS inh GFP MFI % = recorded beside S aureus QS inh, whose call it bears; inhibition, %; measured here: inhibition of GFP MFI
The depositor's hits bear a star. An excerpt. The share of hits here may be higher or lower than overall.

cpd	smiles	S aureus QS inh	S aureus QS inh GFP MFI %
1	O=C(OCc1ccccc1F)c1ccc2c(c1)OCCO2	3.0	6.5
2	Clc1ccc(Nc2nc(NCCN3CCOCC3)nc(N3CCOCC3)n2)cc1	0.9	0.3
3	Cc1cc(NCc2ccccc2Cl)n2nnnc2n1	2.8	19.9
4	Nc1nc(-c2ccc(Br)s2)c(Br)s1	-1.6	-1.0
5	Cc1cc(C(=O)O)sc1C	1.4	6.3
6	COc1ccc(NC(=O)CN2CCN(CC(=O)Nc3ccccc3F)CC2)cc1OC	-3.7	-26.2
7	Cc1cc(C)cc(OCCCC(=O)O)c1	-4.4	-3.3
8	C=CCSc1nc2c(c(=O)[nH]c(=O)n2C)n1C(C)C	-4.1	-9.5
9	COc1ccccc1C1N(c2cc(Cl)ccc2OC)C(=O)C2CCCN21 (stereo not drawn)	5.2	22.0
10	O=C(Nc1cc(Cl)ccc1Cl)c1noc2c1CCCC2	0.7	4.9
11	Cc1cccc(NC(=O)Nc2cccc(C#N)c2)n1	-1.8	-12.9
12	Cc1ccccc1CS(=O)(=O)CCC(=O)NCCCN1CCOCC1	-8.7	-5.9
13	c1cncc(-c2nc3c4ccccc4nc(N4CCC(N5CCCCC5)CC4)n3n2)c1	-0.3	-2.3
14	Cc1ccnc2c(N3C(=O)C4C5C=CC(C5)C4(C)C3=O)cccc12 (stereo not drawn)	1.8	13.2
15	Cn1nc(-c2ccc(Cl)cc2)c2cc(C(=O)N3CCN(C(=O)c4ccco4)CC3)sc21	-2.3	-20.6
16	O=C(Nc1ccccc1C(=O)NCC1CCCO1)c1ccco1 (stereo not drawn)	5.3	13.2
17	CC1=C(C(=O)OC(C)C)C(c2cccc(F)c2)N2C(=O)C(C)SC2=N1 (stereo not drawn)	-0.9	-0.7
18	CCOc1ccc(NC(=O)CN2CCN(CC(=O)Nc3ccc(F)cc3)CC2)cc1	-1.3	-0.7
19	Cc1ccc(S(=O)(=O)NCCCCC(NC(=O)OC(C)(C)C)C(=O)O)cc1 (stereo not drawn) (tested in a mixture with another compound)	0.1	4.4
20	COc1ccc(CCNC(=O)c2ccc3c(c2)NC(=O)C(N2CCOCC2)S3)cc1OC (stereo not drawn)	-0.7	-8.7
21	COc1cccc(C2=NOC(C(=O)Nc3ccc(C(C)=O)cc3)C2)c1 (stereo not drawn)	-4.1	-11.2
22	CCOC(=O)N1CCN(C(=O)CN(C)S(=O)(=O)c2ccc3c(c2)C(C)(C)C(=O)N3C)CC1	-0.7	0.6
23	CCCC(=O)Nc1ncnc2c1ncn2[C@@H]1O[C@@H]2COP(=O)(O)O[C@H]2[C@H]1OC(=O)CCC	-0.6	4.4
24	N#Cc1cccc(NC(=O)COC(=O)c2cccc(N3C(=O)c4ccccc4C3=O)c2)c1	-0.3	22.1
25	COc1ccc(N2C(=O)C3CCCN3C2c2ccc(C)cc2)cc1 (stereo not drawn)	-2.4	-4.6
26	CCSc1nnc(NC(=O)c2cc(C)oc2C)s1	3.5	11.3
27	O=C(Cn1cc2c(n1)CCCC2)Nc1ccccc1Cl	-4.0	-37.1
28	Cc1ccc(C)c(N2CCN(C(=O)CCNC(=O)Cn3ccc4ccccc4c3=O)CC2)c1	-2.8	-8.8
29	CCC(C)NC(=O)C1CCN(S(=O)(=O)c2cccnc2)CC1 (stereo not drawn)	0.7	25.8
30	Cc1ccc(Cn2ccc(NC(=O)c3noc4c3CCCC4)n2)cc1	1.8	6.0

2 entries picked at random from those above, as already listed:
cpd	smiles	S aureus QS inh	S aureus QS inh GFP MFI %
29	CCC(C)NC(=O)C1CCN(S(=O)(=O)c2cccnc2)CC1 (stereo not drawn)	0.7	25.8
19	Cc1ccc(S(=O)(=O)NCCCCC(NC(=O)OC(C)(C)C)C(=O)O)cc1 (stereo not drawn) (tested in a mixture with another compound)	0.1	4.4

Two successive compounds already listed, quoted:
cpd	smiles	S aureus QS inh	S aureus QS inh GFP MFI %
1	O=C(OCc1ccccc1F)c1ccc2c(c1)OCCO2	3.0	6.5
2	Clc1ccc(Nc2nc(NCCN3CCOCC3)nc(N3CCOCC3)n2)cc1	0.9	0.3

Back to the main list, repeating the two entries before the break.
cpd	smiles	S aureus QS inh	S aureus QS inh GFP MFI %
29	CCC(C)NC(=O)C1CCN(S(=O)(=O)c2cccnc2)CC1 (stereo not drawn)	0.7	25.8
30	Cc1ccc(Cn2ccc(NC(=O)c3noc4c3CCCC4)n2)cc1	1.8	6.0
31	CCOC(=O)N1CCC(NC(=O)c2cc(-c3ccc(F)cc3)[nH]c2C)CC1	-1.7	-9.5
32	CN(CC(=O)N1CCCCC1)S(=O)(=O)c1cccc2cccnc12	1.1	12.4
33	O=C1OCCC1Sc1ncnc2sccc12 (stereo not drawn)	-0.4	-0.2
34	CCn1c(=O)cc(OCC(=O)NCCCN2CCN(c3cccc(Cl)c3)CC2)c2ccccc21	6.9	67.7
35	COc1ccc(S(=O)(=O)NCC(c2cccnc2)N2CCN(c3ccccc3)CC2)cc1C (stereo not drawn)	-4.5	-7.9
36	CCOc1ccc(NC2c3ccccc3C(=O)N2c2ccc(Cl)cn2)cc1 (stereo not drawn)	-0.2	-17.4
37	O=C(O)CCC(=O)N1CCN(c2ccccn2)CC1	-5.3	-8.7
38	COc1ccccc1NC(=O)Cn1nnc(-c2ccccc2NC(=O)c2ccco2)n1	5.9	11.8
39	CC1Cc2ccccc2N1CC(=O)NC(=O)NCc1ccco1 (stereo not drawn)	-5.5	-13.8
40	COC(=O)c1cc(C(=O)OC)cc(N2C(=O)CC(N3CCN(c4ccccc4)CC3)C2=O)c1 (stereo not drawn)	5.6	38.5
41	CCCS(=O)(=O)N1CCCC(C(=O)NCCCN2CCN(c3ccccc3F)CC2)C1 (stereo not drawn)	-2.6	-25.1
42	Cc1c(NC(=O)c2ccc3c(c2)OCO3)cccc1-c1nc2ncccc2o1	-0.6	6.8
43	C=CCn1c(C)cc(C(=O)CSc2nc3ccccc3c(=O)[nH]2)c1C	6.1	22.7
44	O=C(NCCN1CCCCCC1)C1CCC(CNS(=O)(=O)c2cccc3cccnc23)CC1 (stereo not drawn)	-2.6	-66.0
45	COc1ccccc1-n1c(=O)[nH]c2c(C(N)=O)nc(CC(C)C)nc21	-1.3	-2.8
46	O=S(=O)(c1ccc(C2=CSC3=NCCN23)cc1)N1CCOCC1	-4.5	-6.6
47	O=C1c2ccccc2-c2nc3ncnn3c(-c3ccccc3)c21	-3.8	-22.7
48	CCCCOc1ccc(C(=O)OC(C)CN(C)C)cc1 (stereo not drawn)	-2.9	-6.4
49	CCOC(=O)Cc1cc(=O)n2[nH]c(C)c(-c3ccc(OC)cc3)c2n1	3.3	10.6
50	Cc1ccc(NC(=O)Cn2nnc(C(=O)Nc3ccc(C)c(C)c3)c2N)cc1	4.3	9.4
51	COc1ccc(CNC(=O)CCCCCn2c(SCC#N)nc3cc4c(cc3c2=O)OCO4)cc1	5.5	12.4
52	CC(c1cccnc1)N(C(=O)Nc1ccccc1)C1CCCCC1 (stereo not drawn)	-0.7	0.3
53	COc1ccc(OC)c(C2CC(=O)C3=C(C2)NC(=O)CC3c2ccc(O)c(OC)c2)c1 (stereo not drawn)	-1.1	-3.4
54	Cn1c(=O)c2c(nc(Oc3ccc4c(c3)OCO4)n2Cc2ccc(F)cc2)n(C)c1=O	10.0	30.8
55	C=CCc1cc(C(=O)N2CCCCC2)ccc1O	-0.7	3.8
56	CCOC(=O)N1CCN(C(=O)c2sc3nc(-c4ccc(F)cc4)cn3c2C)CC1	-4.7	-17.8
57	Cc1ccc(NC(=O)Cn2cccc2)c(Br)c1	-4.0	1.3
58	CCOC(=O)C1CCN(c2c(NC3CCCCCCC3)c(=O)c2=O)CC1	-0.9	-0.5
59	Cc1cc(NC(=O)C2CC(=O)OC2c2ccccc2)no1 (stereo not drawn)	-2.1	-7.1
60	COc1ccc(-c2nc(C#N)c(N3CCN(c4ccccc4)CC3)o2)cc1	3.4	26.0
61	O=C(Cc1c(C(=O)O)[nH]c2ccccc12)NCCN1CCN(c2ccccc2F)CC1	-11.7	-16.8
62	CCOCCCNC(=O)c1[nH]c(C)c(C(C)=O)c1C	-3.8	-11.1
63	O=C(NCC12CC3CC(CC(C3)C1)C2)c1cc2n(n1)C(C(F)(F)F)CC(c1ccco1)N2 (stereo not drawn)	17.1	40.2
64	CCOC(=O)N1CCN(C(=O)CSCC(=O)Nc2nc(-c3ccc(OC)cc3)cs2)CC1	-1.5	-3.1
65	Cc1ccc2nc(NC(=O)CCNS(=O)(=O)c3cccs3)sc2c1	6.7	18.7
66	CCOC(=O)c1sc(NC(=O)CSc2ncn(-c3ccccc3)n2)nc1C	2.3	15.6
67	CCCc1[nH]nc2c1C(c1cccc(OC(=O)c3ccco3)c1)C(C#N)=C(N)O2 (stereo not drawn)	-2.7	-95.8
68	O=C(NCC1COc2ccccc2O1)C1CCCN(S(=O)(=O)c2cccc3cccnc23)C1 (stereo not drawn)	1.5	1.0
69	O=C(CCN1CCN(c2ccccc2F)CC1)c1ccc(Br)cc1	-8.4	-15.7
70	COC(=O)Nc1sc2c(c1C(N)=O)CCCCCC2	-0.4	1.0
71	O=C1c2ccccc2C(Nc2ccc(Cl)cn2)N1c1cccnc1 (stereo not drawn)	0.7	11.4
72	O=C(O)c1ccccc1C(=O)N1CC=C(c2ccccc2)CC1	-8.4	-33.0
73	Cc1cc(C)n(CCc2nc3c4ccccc4nc(SCc4ccc(C#N)cc4)n3n2)n1	6.9	17.0
74	CCOc1ccc(NC(=O)c2nccnc2CO)cc1	3.9	25.8
75	CCN1C(=O)/C(=C/N2CCc3ccccc32)SC1=S	-1.3	-6.3
76	CC1(C)CC(=O)c2cnc(NC(=O)CSc3nc4ccccc4o3)nc2C1	-0.2	-3.6
77	O=C(c1cc(-c2cccc(O)c2)on1)N1CCN(C(c2ccccc2)c2ccccc2)CC1	5.7	4.0
78	O=C(Cn1nnc(-c2ccc(S(=O)(=O)N3CCCC3)cc2)n1)NCC1CCCO1 (stereo not drawn)	-0.9	1.3
79	COc1ccccc1S(=O)Cc1ccc(C(=O)NC2CCCC2)o1 (stereo not drawn)	-2.9	-9.6
80	COc1ccccc1CCNC(=O)CSc1nc(-c2ccco2)cc(C(F)(F)F)n1	-3.4	-9.5
81	CCC1(NC(C)=O)CC2CC1CC2NC(C)=O (stereo not drawn)	0.2	5.9
82	Cc1nnc(N(C)C(=O)Cc2ccc3c(c2)OCO3)s1	-1.3	-4.5
83	COC(=O)C1(C)NC(=O)c2ccccc2N1 (stereo not drawn)	-2.8	-1.5
84	COc1ccc(N2CCN(C(=O)CCCn3c(=S)[nH]c4cc5c(cc4c3=O)OCO5)CC2)cc1	-9.9	-21.6
85	COc1ccc(C2C(=O)N(C3CCCCC3)CC(=O)N2CCc2ccccc2)cc1OC (stereo not drawn)	-3.3	-39.9
86	Cc1ccn2cc(CCNC(=O)CC(C)(C)C)nc2c1	-1.3	-16.7
87	COc1cccc(-n2ccnc2SCC(=O)Nc2cc(OC)ccc2OC)c1	-8.7	-14.0
88	Cc1ccc2cc(CCNC(=O)c3ccc(Br)o3)c(=O)[nH]c2c1	16.7	43.7
89	CCOc1cc(C2C(C#N)=C(N)Oc3n[nH]c(-c4ccccc4)c32)ccc1O (stereo not drawn)	0.2	4.0

Three entries out of the list above, sorted by the value under S aureus QS inh GFP MFI %, smallest number first.
cpd	smiles	S aureus QS inh	S aureus QS inh GFP MFI %
85	COc1ccc(C2C(=O)N(C3CCCCC3)CC(=O)N2CCc2ccccc2)cc1OC (stereo not drawn)	-3.3	-39.9
75	CCN1C(=O)/C(=C/N2CCc3ccccc32)SC1=S	-1.3	-6.3
81	CCC1(NC(C)=O)CC2CC1CC2NC(C)=O (stereo not drawn)	0.2	5.9

High-throughput results as filed in PubChem.
